PKM2 act: qHTS Assay for Activators of Human Muscle isoform 2 Pyruvate Kinase; purified PKM2, Kinase-Glo ATP luminescence, activation; response scale: 0% is enzyme alone, no compound; Potency, µM (highest dose often 57.5 µM), inactives show at the top dose activation, most hits filed as activators; hit rate 0.34% among 260,000; also: potency is read from the fitted curve at half-maximal effect; % is scaled to controls: 0 for no effect and ±100 for the full control effect; nearly all actives have a fitted effect of over 55% in size
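Purified hPK-M2 (>95% pure) converted ADP (0.1 mM final) to ATP with 0.5 mM PEP in 50 mM imidazole pH7.2, KCl, MgCl2, Tween 20, BSA; 1 h at room temperature. ATP detected by Kinase-Glo luminescence.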
Coupling enz: qHTS Assay for Inhibitors of Fructose-1,6-bisphosphate Aldolase from Giardia Lamblia: Coupling assay counterscreen; coupling enzyme system counterscreen, AmpLite Red fluorescence; activity change, negative = inhibition, % at 58.2 µM, hits read low; hit rate 0.67% among 290,000; AID 2472, 2010; in the data active = activity change below about -30%; also: % is scaled to controls: 0 for no effect and ±100 for the full control effect
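Final compound at 57.5 uM, incubated 10 min at RT with coupling enzyme reagent (glyceraldehyde-3-phosphate), then 20 min with substrate and AmpLite Red detection. Fluorescence read at 525/598 nm; tests interference with the coupling assay, not aldolase inhibition.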
B2AR arrestin: qHTS assay of beta-arrestin-biased ligands of beta2-adrenergic receptor; Beta-2 adrenergic receptor (Homo sapiens), P07550; beta-arrestin recruitment to beta2AR, cell-based reporter; Potency, µM (top dose mostly 46.1 µM), for inactives: at the top dose activation, actives largely listed as activators; hit rate 0.02% among 330,000;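 also: potency is read from the fitted curve at half-maximal effect; 0% = DMSO controls and full agonism = EC100 isoproterenol or metaproterenol; nearly all actives have a fitted effect of over 65% in size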
TRPV1 ag: HTS Assay for Compounds that Act as Agonists of the Vanilloid Receptor 1; Transient receptor potential cation channel subfamily V member 1 (Homo sapiens), Q8NER1; TRPV1-expressing cells, Fluo-8 calcium influx, agonist mode; activation, % at 8.33 µM; hit rate 0.19% among 320,000; AID 540275, 2011; in the data active = activation above about 80%; inconclusive = between about 30% and that limit; also: 0% is about no effect
Target sequence (Q8NER1 whole entry, looked up): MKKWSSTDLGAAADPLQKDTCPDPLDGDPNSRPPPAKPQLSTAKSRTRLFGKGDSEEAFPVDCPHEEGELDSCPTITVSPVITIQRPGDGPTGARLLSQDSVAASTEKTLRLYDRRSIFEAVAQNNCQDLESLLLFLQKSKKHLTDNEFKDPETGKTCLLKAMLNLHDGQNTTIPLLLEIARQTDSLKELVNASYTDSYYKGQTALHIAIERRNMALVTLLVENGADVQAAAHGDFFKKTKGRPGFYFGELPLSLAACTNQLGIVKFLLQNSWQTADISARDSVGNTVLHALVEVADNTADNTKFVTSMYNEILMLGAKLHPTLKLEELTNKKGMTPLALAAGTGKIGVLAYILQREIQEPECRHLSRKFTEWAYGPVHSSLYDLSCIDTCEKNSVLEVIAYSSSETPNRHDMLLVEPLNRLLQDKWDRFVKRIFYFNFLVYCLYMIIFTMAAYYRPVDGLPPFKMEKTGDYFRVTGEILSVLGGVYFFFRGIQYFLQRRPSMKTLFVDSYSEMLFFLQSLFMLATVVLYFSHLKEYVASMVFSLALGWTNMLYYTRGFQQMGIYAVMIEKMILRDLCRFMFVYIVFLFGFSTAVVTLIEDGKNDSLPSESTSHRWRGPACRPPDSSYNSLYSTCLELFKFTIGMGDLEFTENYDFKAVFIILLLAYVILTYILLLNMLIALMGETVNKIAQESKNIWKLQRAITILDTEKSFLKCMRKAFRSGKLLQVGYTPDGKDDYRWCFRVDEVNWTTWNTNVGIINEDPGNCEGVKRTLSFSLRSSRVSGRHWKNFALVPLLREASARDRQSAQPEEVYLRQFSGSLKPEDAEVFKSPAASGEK
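TRPV1-expressing cells were cultured overnight at 35.5C and loaded with Fluo-8 calcium dye for 40 to 90 min at room temperature. After a 10 s baseline, compound was added and calcium influx was read kinetically for 3 min (ex 480/em 520 nm).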
hERG WT inh: qHTS for Inhibitors of KCHN2 3.1: Wildtype qHTS | Voltage-gated inwardly rectifying potassium channel KCNH2 (Homo sapiens), Q12809 | U2OS, BacMam KCNH2, thallium flux FluxOr; stronger effect = lower value | activity change, % at 1.84 µM | hit rate 0.37% among 340,000;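 active = maximum activity change below -70%; inconclusive = maximum activity change between -70% and -50%; inactive = maximum activity change above -50%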; also: % is scaled to controls: 0 for no effect and ±100 for the full control effect
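U2OS cells were transduced with wild-type KCNH2 virus (2.03 x 10^8 / mL) for 4 h at room temperature, then cultured overnight at 37 C. Thallium flux was read with FluxOr dye. Rate constants were normalized to DMSO controls.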
KCNH2 3.1 block: qHTS for Inhibitors of KCHN2 3.1: Mutant qHTS; Potassium voltage-gated channel subfamily H member 2, brain isoform KCNH2 3.1 (human); U2OS KCNH2 3.1, thallium flux FluxOr; stronger effect = lower value; activity change, % (tested at about 1.8 µM); hit rate 0.95% among 340,000; AID 720553, 2013;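 active = maximum activity change below -70%; inconclusive = maximum activity change from -70% to -50%; inactive = maximum activity change above -50%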;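 also: thallium influx rate constant from kinetic fluorescence after stimulation buffer; % is scaled to controls: 0 for no effect and ±100 for the full control effect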
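Thallium flux via FluxOr fluorescence (Red40 quencher, 45 min loading) in U2OS cells virally expressing the KCNH2 3.1 isoform (1.77 x 10^8 /mL virus, overnight at 37 C). Rate constants from 2-min kinetic reads post-stimulation, normalised to positive and negative controls.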
USP2a inh: qHTS Assay for Inhibitors of Ubiquitin-specific Protease USP2a Using CHOP2 as the Reporter; USP2 core, Ub-CHOP2 coupled fluorogenic reporter, 485/531; Potency, µM (doses to about 38.3 µM), inactives show at the highest dose activity change, negative = inhibition, hits mostly inhibitors; Ubiquitin carboxyl-terminal hydrolase 2 (Homo sapiens), O75604; hit rate 0.01% among 330,000; AID 463254, 2010;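 also: potency is read from the fitted curve at half-maximal effect; plate controls were DMSO wells for no effect and full inhibition by NEM control for full effect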
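Cell-free coupled assay: 10nM USP2 core preincubated 30min RT with compound in Tris-HCl pH 8.0/CaCl2/CHAPS buffer, then 25nM Ub-CHOP2 and 25nM reporter substrate; fluorescence (Ex 485/Em 531) read after 60min RT, normalized to NEM inhibition, concentration-response curves fitted.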
CXXC DNA block: qHTS Fluorescence Polarization Assay for Inhibitors of MLL CXXC domain - DNA interaction. Histone-lysine N-methyltransferase 2A (Homo sapiens), Q03164. hit rate 0.037% among 290,000. MLL-CXXC / FITC-HOXA9 DNA fluorescence polarization. Potency, µM (top dose mostly 115 µM), for inactives: top-dose activity change, negative = inhibition, most hits filed as inhibitors; active = well fitted inhibition curve with a large enough effect in the polarisation, with a control signal flat, not every such curve was filed as active; inconclusive = small, poorly fitted or top-dose-only effect, or effect the other way, or a change in a side signal; inactive = no such curve, though single readings can be large or run the other way; the % refers to the polarisation; also: potency is read from the fitted curve at half-maximal effect
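Steps: dispense CXXC domain solution (7 uM) → pin compounds or unlabeled HOX-A9 DNA control → 5 min ambient → add FLSN-HOX-A9 solution (50 nM) → spin → 30 min ambient → fluorescence polarization. Tris pH 7.5/NaCl/DTT/BSA buffer.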
Giardia killer: Small Molecules that selectively kill Giardia lamblia: qHTS | Giardia lamblia trophozoite viability | activity change, % at 7.66 µM, hits read low | hit rate 0.15% among 340,000 | AID 540267, 2011; in the data active = activity change below about -80%; inconclusive = between about -30% and that limit;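 also: parasites exposed to compound for two days anaerobically before the ATP read; % is scaled to controls: 0 for no effect and ±100 for the full control effect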
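ATP-content bioluminescence gauges trophozoite survival. Cells (100/well) receive compound and incubate anaerobically for 48 hrs at 37 deg C; detection reagent follows for 15-30 min at room temperature.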
Menin MLL FP TR: qHTS Assay for Inhibitors Targeting the Menin-MLL Interaction in MLL Related Leukemias: Competition With Texas Red Labeled MLL-derived Mutant Peptide; Menin + Texas Red MLL mutant peptide, fluorescence polarization; AID 1768, 2009; hit rate 0.23% among 270,000; Potency, µM (doses to about 61.6 µM), without a hit: at the top dose FP activity change, negative = inhibition, hits mostly inhibitors; active = well fitted inhibition curve with a large enough effect in the polarisation, with a control signal flat, not every such curve was filed as active; inconclusive = small, poorly fitted or top-dose-only effect, or effect the other way, or a change in a side signal; inactive = no such curve, though single readings can be large or run the other way; the % refers to the polarisation; also: potency is read from the fitted curve at half-maximal effect; % of control where 0% means no effect; many of its hits are not listed in these tables
GALK inhibitor: qHTS Assay for Inhibitors of Human Galactokinase (GALK); P51570; Purified GALK, Kinase-Glo residual ATP luminescence; Potency, µM (highest dose often 57.5 µM), without a hit: at the top dose activity change, negative = inhibition, most hits filed as inhibitors; hit rate 0.007% among 270,000; also: potency is read from the fitted curve at half-maximal effect; % is scaled to controls: 0 for no effect and ±100 for the full control effect
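ATP-depletion format; final 35 uM ATP, 100 uM D-galactose, 5 nM enzyme; pH 8.0 HEPES/Mg2+ buffer; 60 min RT; luminescence read 10 min after detection reagent.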
* hit, by the source's call; ? = inconclusive; nt = no result given; [ ] = dose if it differs, or a comment. Unless noted, calls follow the shape of the dose curve; as a rule, active = well fitted curve in the direction sought with a large enough effect; inconclusive = small, poorly fitted or top-dose-only effect, or another doubt; inactive = no such curve, though single readings can be large; an effect the other way counts as inactive or inconclusive.

Molecule | CXXC DNA block | GALK inhibitor | Coupling enz | B2AR arrestin | PKM2 act | KCNH2 3.1 block | TRPV1 ag | Menin MLL FP TR | hERG WT inh | Giardia killer | USP2a inh
CC(C)(C)c1cc(=O)n2c(C#N)c(C#N)nc2[nH]1 | 0% | 5% | 12 | -0.1% | 2% | 2 | 1 | 9% | 1 | -17 | 1%
CC(C)c1ccc(NC(=O)COc2ccc(S(=O)(=O)N3CCOCC3)cc2)cc1 | -12% | -1% | -1 | -0.8% | -1% | -22 | 2 | 20% | 14 | -4 | 5%
CCCn1c(=O)[nH]c(=O)c2c1nc(-c1ccc(OC)c(Br)c1)n2CCOC | -5% | 15% | 0 | 0.3% | 3% | 7 | 11 | -21% | -3 | 13 | -1%
COc1ccccc1N1CCN(C(=O)c2c(-c3ccccc3)noc2C)CC1 | -9% | 0% | 1 | 0.1% | 7% | 6 | 10 | -10% | -5 | 2 | 2%
COc1cccc(CN(C)C(=O)CCc2nnc(-c3ccsc3)o2)c1 | -17% | 1% | -23 | 0.1% | -8% | 20 | 27 | ? | 1 | 0 | -1%
Cc1ccc2c(c1)C1CC(C)(O2)N(c2cccc(C(=O)NCc3ccccn3)c2)C(=O)N1 (stereo not given) | -4% | -4% | nt | 0.1% | nt | -3 | 0 | nt | -1 | 1 | 0%
Oc1ccc(-c2cn3c(n2)SCC3)cc1 | 6% | 2% | 4 | 0.1% | -5% | -4 | 1 | 1% | 3 | -18 | 2%
OCCCN=c1cc(-c2ccccc2)oc2ccc(Cl)cc12 | 7% | -1% | 0 | 3.8% | 3% | -15 | 17 | 5% | -1 | -24 | 1%
COc1ccc(CCN(C)C(=O)c2ccc(COc3ccccc3)o2)cc1OC | 10% | 3% | nt | -0.3% | 0% | 3 | 12 | nt | 3 | 15 | -5%
Cc1cc(C(=O)COC(=O)c2ccncc2)c(C)n1CCc1ccc(F)cc1 | 10% | -1% | 1 | 0.0% | -2% | -19 | 12 | ? | 4 | -6 | -2%
O=C(CSc1ncccn1)NC(=O)NCc1ccccc1 | -13% | 2% | -2 | 0.0% | -2% | -9 | -1 | 6% | 12 | -6 | 2%
COc1cccc(C(=O)OCC(=O)c2c(N)n(C)c(=O)n(C)c2=O)c1 | nt | nt | nt | -0.5% | nt | 4 | 0 | nt | -1 | 15 | 1%
COc1ccccc1N1CCN(C(CNS(C)(=O)=O)c2cccnc2)CC1 (stereo not given) | -6% | -1% | 0 | 0.2% | -2% | -4 | 4 | -19% | nt | 47[activator] | 0%
Cc1cc(C)c2nc(N3C(=O)C(O)=C(C(=O)c4ccco4)C3c3ccco3)sc2c1 (stereo not given) | 11% | -5% | 1 | -0.7% | -11% | 9 | -4 | ? | -5 | -3 | -11%
CC(C)OC(=O)CSc1nnc(-c2cnccn2)n1C | 5% | -3% | 4 | -0.7% | -16% | 3 | 2 | -7% | -14 | 7 | 2%
Nc1nc(N)c2ncc(C(=O)CCc3ccccc3)nc2n1 | 31%[activator] | -1% | -2 | 0.0% | 13% | 5 | -1 | ? | -1 | 4 | 9%
CN1CCN(C(=S)c2ccc(N(C)C)cc2)CC1 | -2% | 1% | 1 | 0.1% | 8% | 14 | -7 | -14% | -6 | 3 | 3%
CN(C)C1=NCCN1CCCC1CCCCC1 | nt | nt | nt | -0.1% | nt | -28 | -1 | nt | -2 | -15 | 0%
COc1ccc(S(=O)(=O)NCCc2ccccc2)cc1 | 1% | -1% | 0 | -0.1% | 6% | 2 | 12 | -2% | -5 | -17 | 5%
Cc1ccc(C=C2C(=O)c3ccccc3C2=O)s1 | ? | 2% | 6 | -0.7% | -27% | 14 | -4 | -3% | -4 | -17 | 1%
COc1ccc(C(=O)NCC(=O)N2CCC(Cc3ccccc3)CC2)cc1OC | nt | nt | nt | 0.4% | nt | -22 | 7 | nt | 10 | -16 | 3%
CCOc1ccc(C(=O)Nn2cnnc2)cc1OCC | 0% | 5% | 8 | -0.5% | -2% | 7 | 6 | nt | 22 | -2 | -1%
CCNC(=O)c1ccc(C2SCC(=O)N2CCc2ccccc2)cc1 (stereo not given) | -3% | 2% | 3 | -0.5% | -4% | -10 | 1 | -1% | 0 | -13 | -7%
FC(F)(F)c1nnc2ccc(N3CCN(c4ccccc4)CC3)nn12 | 13% | 2% | 1 | -0.2% | 4% | 3 | 1 | 5% | -17 | -13 | 0%
Cc1ccc(CN2C3CCCC2CC(NC(=O)c2ccc(F)cc2)C3)cc1 (stereo not given) | 10% | -2% | -2 | -0.4% | -6%[11.5 µM] | -80* | 26 | -11% | ? | 16 | -2%
CN(c1ccccc1)C1CCCCC1NS(=O)(=O)c1ccc(Cl)cc1 (stereo not given) | 2% | 0% | 1 | -0.7% | 11% | -7 | 8 | 1% | 4 | -1 | -1%
CC(C)(C)N(Cc1ccccc1)C(=O)COC(=O)[C@@H]1CCCN1C(=O)c1cccs1 | nt | nt | nt | -0.8% | nt | 4 | 22 | nt | -13 | -3 | -1%
CCOc1cc(C)c(Cl)cc1S(=O)(=O)NCCOC | 10% | nt | -1 | -0.9% | 1% | nt | -1 | -1% | -9 | 11 | 1%
CC(NC(=O)Nc1ccccc1)C(c1ccccc1)N1CCOCC1 (stereo not given) | 6% | -2% | -1 | -0.7% | -13% | 11 | 2 | 13% | -1 | 7 | -1%
Cc1nn(C)c(Cl)c1CN1CCCC(CO)(Cc2cccc(Cl)c2)C1 (stereo not given) | -1% | 8% | -2 | 0.4% | -13% | -4 | -2 | -3% | 31 | -4 | -7%
O=C(NC1CCS(=O)(=O)C1)C1C2CC3CC(C2)CC1C3 (stereo not given) | 2% | 0% | 1 | 0.2% | -9% | 9 | 10 | 1% | 3 | 1 | -1%
O=C(O)CNC(=O)c1ccc(NC(=O)/C(=C/c2ccccc2)NC(=O)c2ccccc2Br)cc1 | -5% | nt | 1 | -0.1% | nt | 18 | -3 | 27% | -8 | 16 | 1%
CCCN(CC(=O)Nc1ccccc1C)C(=O)COC(=O)CSc1ccc([N+](=O)[O-])cc1 | nt | nt | nt | -0.5% | nt | -4 | 25 | nt | 5 | -6 | 4%
COc1ccc(NC(=O)COC(=O)c2ccc(F)cc2F)cc1 | -10% | -2% | 1 | -0.1% | 2% | -2 | 3 | 5% | -8 | 8 | 1%
Cc1ccc(N(CC(=O)NCCSCc2ccco2)S(=O)(=O)c2ccc(F)cc2)cc1 | 1% | 0% | 0 | -0.9% | 3% | 0 | 9 | -2% | nt | 9 | 4%
COc1ccc(N2CCN(C(=O)C3=NNC(=O)CC3)CC2)cc1 | 4% | 1% | 1 | 0.1% | -1% | -3 | -1 | 4% | 2 | 19 | 2%
COc1ccc(OCC(=O)N/N=C(\C)CC(=O)Nc2cccc([N+](=O)[O-])c2)cc1 | 2% | 11% | 6 | -1.1% | -4% | 14 | 1 | 18% | nt | -2 | -3%
CC1(C)Cc2nc3sc4c(N(CCO)CCO)ncnc4c3cc2CO1 | 7% | -2% | -3 | 0.1% | -12% | 8 | 1 | -6% | -2 | 13 | -7%
O=C(Nc1ccc(S(=O)(=O)NCc2ccccc2)cc1)Nc1ccc2c(c1)OCO2 | 21% | 0% | 0 | 0.2% | 4% | 21 | 4 | ? | 13 | -11 | -6%
C=CCn1c(SCC(=O)c2ccc(O)c(O)c2)nnc1-c1ccc(OC)cc1 | nt | nt | nt | -0.1% | nt | 26 | -6 | nt | 0 | 3 | -2%
Cn1cccc1/C=N/NC(N)=S | 4% | -2% | 0 | -0.2% | 0% | 3 | 3 | -12% | -1 | -12 | 3%
Cc1onc(-c2ccccc2)c1C(=O)Nc1nncs1 | 0% | 5% | 0 | -0.7% | 0% | 26 | 0 | -15% | 1 | 0 | 0%

Screens deposited in PubChem BioAssay by National Center for Advancing Translational Sciences (NCATS).

An excerpt, so the mix of outcomes need not match the whole.
